PGK inhibitor: blocks T. brucei phosphoglycerate kinase. 380,000 compounds, 0.043% hits. PGK/GAPDH coupled, Kinase-Glo luminescence, 60 min. Potency, µM (series often up to 57.5 µM), for the others: at the top dose activity change, negative = inhibition, most hits filed as inhibitors. P07378; note: % is set by controls: 0 for no effect and ±100 for the full control effect; nearly all actives have a fitted effect of over 60% in size
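Recombinant glycosomal PGK reaction used 1,3-bisphosphoglycerate generated in-well by GAPDH (100nM final) in 100mM TEA pH 7.6, 5mM MgCl2, 0.01% Tween-20. After 60 minutes at room temperature, ATP was read by Kinase-Glo Plus luminescence end-point.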
HP1b chromo inh: inhibitors of HP1-beta chromodomain binding to methylated histone tails; P83916; AlphaScreen HP1-beta / biotin-H3K9me3 peptide binding; Potency, µM (highest dose often 114 µM), without a hit: top-dose activity change, negative = inhibition, actives largely listed as inhibitors; 390,000 compounds, 0.56% hits; note: nearly all actives have a fitted effect of over 70% in size; inactives centre near 23
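Compound inhibition of the preformed complex between 50 nM HP1-beta and 50 nM biotinylated H3K9me3 peptide was read by AlphaScreen. Buffer was PBS pH 7.4 with 0.01% Tween-20. Incubations ran 30 min at room temperature, with 10 ug/mL donor/acceptor beads.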
BLM inh: Bloom syndrome helicase (human) inhibition; P54132; recombinant BLM DNA unwinding, fluorescence dequenching; Potency, µM (doses to about 56.1 µM), inactives show at the top dose activity change, negative = inhibition, actives largely listed as inhibitors; 350,000 compounds, 0.2% hits; AID 2528;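 note: plate controls were vehicle for no effect and no enzyme for full effect; nearly all actives have a fitted effect of over 35% in size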
Pin1 inhibitor: inhibitors of human Pin1; Q13526; Pin1 FP peptide displacement, HiFluor488, 10 min; Potency, µM (highest dose often 115 µM), without a hit: at the highest dose activity, negative = inhibition, hits mostly inhibitors; 390,000 compounds, 0.009% hits; active = well fitted inhibition curve with a large enough effect in the polarisation, with a control signal flat, not every such curve was filed as active; inconclusive = small, poorly fitted or top-dose-only effect, or effect the other way, or a change in a side signal; inactive = no such curve, though single readings can be large or run the other way; the % refers to the polarisation; note: % is set by controls: 0 for no effect and ±100 for the full control effect
BAZ2B inh: blocks human BAZ2B; Q9UIF8; AlphaScreen BAZ2B-H3K14Ac peptide displacement; Potency, µM (top dose mostly 114 µM), for the others: at the highest dose activity change, negative = inhibition, hits mostly inhibitors; 360,000 compounds, 4.4% hits; AID 504333; note: % is set by controls: 0 for no effect and ±100 for the full control effect; nearly all actives have a fitted effect of over 60% in size
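Compounds, titrated to a top concentration of 110 uM, were incubated 30 min at room temperature with preformed BAZ2B/acetyl-K14 H3 peptide complex (50 nM each). Proximity signal was measured by AlphaScreen after 20 min with beads.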
JMJD2A Tudor inh: JMJD2A Tudor domain (human) inhibition. AID 504339. 390,000 compounds, 4.4% hits. O75164. Potency, µM (titrated, usually from 114 µM), inactives show at the highest dose activity change, negative = inhibition, usual class: inhibitors. AlphaScreen JMJD2A-Tudor / H3K4me3 peptide binding; note: % is set by controls: 0 for no effect and ±100 for the full control effect; nearly all actives have a fitted effect of over 50% in size
Target sequence (O75164 whole entry, looked up, the tested form may be a part): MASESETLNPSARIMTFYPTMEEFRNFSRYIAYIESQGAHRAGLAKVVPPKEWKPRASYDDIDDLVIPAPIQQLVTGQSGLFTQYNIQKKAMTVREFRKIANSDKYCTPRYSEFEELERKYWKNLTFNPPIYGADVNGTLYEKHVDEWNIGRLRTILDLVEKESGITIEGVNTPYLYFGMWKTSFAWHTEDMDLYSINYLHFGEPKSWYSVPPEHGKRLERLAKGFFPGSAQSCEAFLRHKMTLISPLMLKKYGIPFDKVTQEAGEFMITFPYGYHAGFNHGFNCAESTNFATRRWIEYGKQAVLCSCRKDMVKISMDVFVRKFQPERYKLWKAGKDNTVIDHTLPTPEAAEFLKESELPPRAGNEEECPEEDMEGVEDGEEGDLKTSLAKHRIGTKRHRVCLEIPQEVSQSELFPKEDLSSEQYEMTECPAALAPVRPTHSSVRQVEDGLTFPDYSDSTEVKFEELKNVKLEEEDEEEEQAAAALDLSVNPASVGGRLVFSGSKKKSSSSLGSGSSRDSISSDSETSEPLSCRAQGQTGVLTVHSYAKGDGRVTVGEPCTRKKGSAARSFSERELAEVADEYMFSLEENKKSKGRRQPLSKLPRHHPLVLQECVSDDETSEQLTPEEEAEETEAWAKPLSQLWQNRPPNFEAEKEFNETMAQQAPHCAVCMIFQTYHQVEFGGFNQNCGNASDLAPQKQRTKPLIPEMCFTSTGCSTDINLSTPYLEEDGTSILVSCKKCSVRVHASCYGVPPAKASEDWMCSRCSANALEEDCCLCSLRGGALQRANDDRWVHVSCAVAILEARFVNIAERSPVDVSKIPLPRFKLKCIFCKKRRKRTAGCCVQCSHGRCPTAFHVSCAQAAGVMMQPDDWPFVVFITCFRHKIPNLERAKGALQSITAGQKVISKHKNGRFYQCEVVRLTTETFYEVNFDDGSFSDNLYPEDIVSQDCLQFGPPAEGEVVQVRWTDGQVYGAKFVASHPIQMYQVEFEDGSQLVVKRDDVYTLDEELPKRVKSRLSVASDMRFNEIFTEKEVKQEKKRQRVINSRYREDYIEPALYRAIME
Pol iota inh: inhibitors of human DNA polymerase iota | Q9UNA4 | Pol iota fluorescent replication assay, 10 min | Potency, µM (highest dose often 115 µM), without a hit: at the top dose activity, negative = inhibition, usual class: inhibitors | 390,000 compounds, 1% hits | AID 588590
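Fluorescent replication assay read twice, at 0 min and 10 min after adding 50 nM (final) substrate. Enzyme (10 nM) and compounds were first incubated 15 min at room temperature; enzyme-free buffer wells were negative controls.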
G9a block: G9a (human) methyltransferase inhibition; Potency, µM (highest dose often 102 µM), without a hit: at the highest dose activity, negative = inhibition, most hits filed as inhibitors; Q96KQ7; G9a H3K9 monomethylation, AlphaScreen, 2 h; 350,000 compounds, 8.8% hits; AID 504332; note: % is set by controls: 0 for no effect and ±100 for the full control effect; nearly all actives have a fitted effect of over 75% in size
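Chemiluminescent proximity detection of H3K9 monomethylation, read after 10 min bead incubation in the dark. Reaction: 20 nM G9a, 500 nM biotin-H3K9 peptide, 20 uM SAM cofactor, 2 h, room temperature, following 15 min enzyme-compound preincubation.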
GLS inh: glutaminase GLS (human) inhibition; O94925; GLS enzymatic activity, qHTS titration; Potency, µM (highest dose often 45.5 µM), for inactives: top-dose activity change, negative = inhibition, most hits filed as inhibitors; 410,000 compounds, 0.21% hits; AID 624170; note: % is set by controls: 0 for no effect and ±100 for the full control effect
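Glutamate formation by hKGA was monitored fluorometrically using coupled glutamate oxidase, HRP and Amplex Red. Substrate was added as 1 mM L-glutamine solution; incubation was 30 min at RT after an initial read.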
Active calls of the source: *; i = inactive; ? = inconclusive; nt = not tested or not shown; [ ] = remark or other dose. Unless noted, calls come from the whole dose curve; as a rule, active = well fitted curve in the direction sought with a large enough effect; inconclusive = small, poorly fitted or top-dose-only effect, or another doubt; inactive = no such curve, though single readings can be large; an effect the other way counts as inactive or inconclusive. Potency is the fitted concentration of half-maximal effect. Some of the compounds tested; the hit share may differ from the screen's.

Structure	Pin1 inhibitor	G9a block	JMJD2A Tudor inh	BLM inh	Pol iota inh	GLS inh	BAZ2B inh	HP1b chromo inh	PGK inhibitor
CN(C(=O)CSc1nnc(Cc2cccs2)n1C1CC1)C1CCS(=O)(=O)C1 (stereo unspecified)	-1%	?	-5%	nt	14%	7%	28%	17%	7%
O=C(C1CC(=O)N(C2CCCC2)C1)N1CCN(c2ccccc2)CC1 (stereo unspecified)	-1%	?	-8%	-1%	28%	13%	-15%	18%	9%
CCc1nn2c(=O)cc(COC(=O)c3ccc(NC(=O)COc4ccccc4C)cc3)nc2s1	-5%	17%[59 µM]	-16%	-3%	39%[activator]	3%	-2%	24%	-9%
CC1CCN(c2c([N+](=O)[O-])nn(-c3ccc4c(c3)OCCO4)[n+]2[O-])CC1	0%	35µM*	?	-9%	11%	-6%	22µM*	?	-2%
O=C(Nc1c2c(nn1-c1cccc(Cl)c1)CS(=O)C2)c1ccc2c(c1)OCO2 (stereo unspecified)	-6%	?	1%	-2%	-22%	12%	-1%	40%[activator]	4%
Cc1nc(CC(=O)N/N=C/c2ccc(OCC(=O)O)cc2)cs1	-3%	42%[59 µM]	-28%	1%	-22%	-14%	?	74%[activator]	i
CCN(CC)C(=O)c1cn(C)c2ccc(S(=O)(=O)N(CC)CC)cc2c1=O	-3%	-19%[59 µM]	-8%	-2%	11%	2%	-24%	28%	4%
COCCNC(=O)c1onc(CSc2ccncc2)c1C(=O)NCCOC	2%	5%[59 µM]	-10%	-2%	2%	-4%	3%	55%[activator]	-3%
O=S1(=O)C[C@H]2NC(=S)N(c3ccccc3)[C@H]2C1	-3%	38%[59 µM]	2%	3%	29%	2%	-5%	34%	1%
COC(=O)c1c(NS(=O)(=O)c2ccc(C)cc2)sc2c1CCC(C)C2 (stereo unspecified)	6%	7%[59 µM]	-15%	-7%	?	0%	-2%	12%	3%
O=[N+]([O-])c1ccc(/C=N/Nc2ccnc3cc(Cl)ccc23)o1	41%[activator]	40µM*	40µM*	-13%	?	2%	28µM*	32µM*	?
Cc1ccc(NC(=O)CN2C(=O)C3CC=C(Cl)CC3C2=O)cc1 (stereo unspecified)	-22%	0%[59 µM]	-7%	-3%	29%	0%	-2%	11%	-9%
Cc1ccc(NC(=S)N2CCN(c3ccccn3)CC2)c(C)c1	-5%	45%[12.7 µM]	-13%	-7%	-27%	15%	-10%	22%	-7%
COc1cccc(CC2CC(=O)N(CCc3ccc4c(c3)OCO4)C2=O)c1 (stereo unspecified)	-2%	27%	3%	-9%	16%	-3%	3%	33%[activator]	6%
COc1ccc(C(=O)NCCN=C2NS(=O)(=O)c3ccccc32)cc1	4%	-7%	4%	-7%	48%[activator]	1%	1%	20%	4%
CN1CCCC(CC2c3ccccc3Sc3ccccc32)C1 (stereo unspecified)	1%	-11%[59 µM]	-17%	nt	-27%	3%	-1%	22%	-9%
Cc1ccc(NC(=O)CCNS(=O)(=O)c2ccc3[nH]c(=O)oc3c2)c(Cl)c1	-7%	7%[59 µM]	-7%	-9%	28%	2%	-4%	38%	-3%
NC(=O)COC(=O)CNC(=O)c1ccc(Cl)cc1	-4%	-27%	-12%[57.1 µM]	0%	27%	6%	2%	55%[activator]	i
COc1cc(C(=O)NC2CC(C)(C)CC(C)(C)C2)ccc1OC1CCN(C(C)=O)CC1	-2%	12%	-18%	-2%	9%	-3%	5%	18%	-4%
O=C(CCOc1ccccc1)NCc1ccccc1	9%	7%[59 µM]	0%	0%	3%	6%	2%	30%	7%
Cc1[nH]nc(-c2ccc(OCc3cnn(-c4ccccc4)c3)cc2O)c1Oc1ccccc1F	-1%	nt	-22%	-2%	4%	7%	1%	34%	0%
COc1cccc(-c2nc(OC(C)C)c3ccccc3n2)c1	-8%	78%[activator][12.7 µM]	122%[activator]	-6%	9%	8%	69%[activator]	154%[activator]	-5%
COc1ccc(OC)c(C2C(C(=O)N(C)C)=C(C)Nc3nc4ccccc4n32)c1 (stereo unspecified)	10%	-6%[59 µM]	-1%	2%	?	10%	8%	21%	i
CCC(=O)N/N=C(\C)CC(=O)Nc1ccc2ccccc2c1	7%	-34%[59 µM]	?	-6%	-14%	21%	7%	7%	-4%
COC(=O)c1ccc(CSc2ncnc3c2nnn3-c2ccc(OC)cc2)o1	2%	25%[12.7 µM]	-1%	-3%	6%	3%	13%	39%	4%
Cc1ccc(NC(=O)c2nc(S(C)(=O)=O)ncc2N(Cc2ccc(C(C)(C)C)cc2)Cc2ccco2)cc1C	20%	-10%[59 µM]	-19%	-11%	8%	-1%	-25%	22%	0%
Cc1cccc(NC(=O)Nc2cccc3ccccc23)c1	-9%	33%[activator]	-6%	0%	39%[activator]	-5%	-12%	26%	i
CCOC(=O)c1ccccc1NC(=O)C(=O)Nc1ccc2nc3n(c(=O)c2c1)CCCCC3	0%	30%[59 µM]	2%	1%	5%	-4%	36%	60%[activator]	-9%
COc1ccc(C(=O)/C=C/Nc2ccc(S(=O)(=O)Nc3nc(C)cc(C)n3)cc2)c(OC)c1	?	nt	-23%	-4%	-8%	-12%	-16%	-6%	i
CCOc1ccc(C2CC(=O)c3c([nH]c(C(=O)OCC4CCCCC4)c3C)C2)cc1 (stereo unspecified)	-1%	10%[59 µM]	3%	1%	8%	-2%	-8%	51%[activator]	-1%
CC(=O)c1cc2c(cc1NC(=O)CN1CCC(Cc3ccccc3)CC1)OCO2	2%	-33%[2.33 µM]	-5%	-2%	0%	7%	-8%	21%	-1%
CN(C)c1ccc(C(=S)N2CCN(C(=S)Nc3ccc(Cl)cc3)CC2)cc1	5%	nt	28µM*	-12%	13%	0%	9%	-14%	11%
CN(C)CCNC(=O)CNC(=S)N(Cc1ccccc1)Cc1cccnc1	0%	7%	4%	-1%	132%[activator]	-8%	-5%	37%	i
Cc1ccc2[nH]c3c(=O)n(CCN4CCOCC4)cnc3c2c1	-3%	28%[0.501 µM]	1%	2%	28%	-1%	2%	29%	12%
CCN(c1ccccc1)c1nc(=O)c2cccnc2s1	3%	35µM*	-1%	-5%	23%	-2%	-14%	21%	-12%
COC(=O)CCCCCCCCC(=O)Nc1nc2ccccc2s1	-1%	54%[activator][0.501 µM]	1%	-2%	12%	1%	-20%[57.1 µM]	11%	-3%
CCN(CC)C(=O)CSc1nc(C)cc(C)n1	-5%	nt	2%	-1%	72%[activator]	4%	1%	45%[activator]	0%
C=CC[C@@H](CC(=O)N[C@@H](CO)Cc1ccccc1)C(=O)NC[C@@H](OC(=O)[C@@H](CC=C)Cc1ccc(F)cc1)c1ccccc1	1%	nt	-25%	nt	28%	-4%	nt	31%	0%
N#Cc1ccc(-c2ccccc2)nc1Sc1ccc(F)cc1	-8%	26%	-2%	-1%	17%	-2%	12%	30%	5%
COc1ccccc1NC(=O)C[n+]1ccccc1	-7%	-4%	-7%	-4%	56%[activator]	11%	-1%	20%	i
Cc1ccc(C(=O)NN2C(=O)C3C4C=CC(C5CC45)C3C2=O)cc1 (stereo unspecified)	1%	8%	-16%	2%	78%[activator]	4%	nt	13%	-2%
NC(=O)CSCc1ccc(Br)cc1	-4%	-5%[12.7 µM]	-13%	-1%	5%	-1%	6%	-2%	i
CC(=O)c1c(C)nc2ccc([N+](=O)[O-])cc2c1-c1ccccc1	-7%	nt	?	-6%	25%	-6%	10%	12%	i
C/C(CCc1ccc2c(c1)OCO2)=N\NC(=O)c1ccc(C)cc1C	-3%	?	-18%	-4%	32%[activator]	-13%	-19%	30%	0%
CC(=O)C1=C(O)C(=O)N(c2ccc(S(N)(=O)=O)cc2)C1c1cccc([N+](=O)[O-])c1 (stereo unspecified)	-11%	50µM*	-16%[11.4 µM]	-2%	1%	27%	-26%	20%	-4%
Cc1cc(Cl)ccc1OCC(=O)NC(=S)Nc1ccc(Cl)cn1	3%	-11%	-1%	0%	-4%	-3%	-4%	35%	-8%
CC(=O)Nc1ccc(/C=N/NC(=O)c2cc3ccccc3nc2C)cc1	5%	0%[59 µM]	-11%	4%	53%[activator]	6%	-5%	15%	4%
O=c1c(C(c2ccc(Cl)cc2)c2c(O)nc3n(c2=O)CCS3)c(O)nc2n1CCS2	-9%	-23%[12.7 µM]	-11%	0%	?	15%	-16%	30%	-6%
COc1ccccc1CC(=O)NCc1csc(-c2cccs2)n1	-6%	-3%	-14%	2%	65%[activator]	2%	0%	14%	i
O=C(Nc1c2c(nn1-c1cccc(Cl)c1)CS(=O)(=O)C2)C1CC1	-6%	-27%	-10%	-3%	38%[activator]	0%	-4%	15%	-9%
Cc1ccc(S(=O)(=O)/N=C(/Nc2c(C)n(C)n(-c3ccccc3)c2=O)c2ccc(Cl)cc2)cc1	-2%	20%	-7%	-2%	13%	11%	2%	6%	0%
O=C(NNC(=O)c1ccccc1Cl)c1cc2cc(OC(F)(F)F)ccc2[nH]1	-1%	21%	-16%	-4%	150%[activator]	-1%	0%	21%	1%
O=S(=O)(c1cccs1)N1CN(C2CCCCC2)c2nc3ccccc3nc21	12%	nt	?	-8%	48%[activator]	32%[activator]	?	2%	6%

A different layout for 3 compounds above:
O=C(Nc1c2c(nn1-c1cccc(Cl)c1)CS(=O)(=O)C2)C1CC1
- Pin1 inhibitor = -6%
- G9a block = -27%
- JMJD2A Tudor inh = -10%
- BLM inh = -3%
- Pol iota inh = 38%[activator]
- GLS inh = 0%
- BAZ2B inh = -4%
- HP1b chromo inh = 15%
- PGK inhibitor = -9%
Cc1ccc(S(=O)(=O)/N=C(/Nc2c(C)n(C)n(-c3ccccc3)c2=O)c2ccc(Cl)cc2)cc1
- Pin1 inhibitor = -2%
- G9a block = 20%
- JMJD2A Tudor inh = -7%
- BLM inh = -2%
- Pol iota inh = 13%
- GLS inh = 11%
- BAZ2B inh = 2%
- HP1b chromo inh = 6%
- PGK inhibitor = 0%
O=C(NNC(=O)c1ccccc1Cl)c1cc2cc(OC(F)(F)F)ccc2[nH]1
- Pin1 inhibitor = -1%
- G9a block = 21%
- JMJD2A Tudor inh = -16%
- BLM inh = -4%
- Pol iota inh = 150%[activator]
- GLS inh = -1%
- BAZ2B inh = 0%
- HP1b chromo inh = 21%
- PGK inhibitor = 1%
